# FN deposit inh – fibronectin deposition inhibition | 350,000 tested, 0.086% active | AH1F fibroblasts, Alexa488-fibronectin deposition fluorescence, overnight | inhibition, % at 12.6 µM;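 active = mean inhibition across replicates of 30% or more, regardless of how many single replicates reach that level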;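 also: positive control wells lacked labelled fibronectin entirely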
#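 Material: AH1F fibroblast monolayer depositing Alexa488-labelled fibronectin into matrix / Amount: 10000 AH1F cells per well / Signal: fluorescence 485/525 nm / Medium: DMEM, 2% serum / Compound: single dose, pinned / Incubation: 1 h cell adhesion before compound, then overnight fibronectin incubation / Reagent: Alexa488-FN, 24 nM final / Read-out: inhibition of fibronectin deposition signal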
# E-selectin induc – E-selectin induction on HUVECs | AID 686992 | HUVEC E-selectin immunofluorescence imaging; normalized: neutral wells 0, TNF-alpha wells 100 | P16581 | 260,000 tested, 0.37% active | activation, % at 7.58 µM;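 active = mean E-selectin-positive cell signal at least 10% of the positive control, reached in at least 60% of replicates, without over 20% cell loss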;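 also: in these data hits start at about 27%; measured in HUVEC primary endothelial cells; signal is the percent of cells scored E-selectin positive by PE staining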
#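 System: HUVEC, human umbilical vein endothelial cells; quantity: 3,000 cells/well; buffer or medium: EGM-2 medium, gelatin-coated wells; dosing: single-point compound dose; detection: immunofluorescence imaging; evaluation: % PE-positive cells; benchmarks: TNF-alpha, DMSO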
# RAD52 anneal inh – inhibitors of human RAD52 DNA annealing | recombinant RAD52 DNA annealing, FRET fluorescence | inhibition, % at 18.7 µM | 360,000 tested, 0.46% active | AID 651710;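 active = every replicate showing at least 50% inhibition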
# Target sequence (P43351 whole entry, looked up): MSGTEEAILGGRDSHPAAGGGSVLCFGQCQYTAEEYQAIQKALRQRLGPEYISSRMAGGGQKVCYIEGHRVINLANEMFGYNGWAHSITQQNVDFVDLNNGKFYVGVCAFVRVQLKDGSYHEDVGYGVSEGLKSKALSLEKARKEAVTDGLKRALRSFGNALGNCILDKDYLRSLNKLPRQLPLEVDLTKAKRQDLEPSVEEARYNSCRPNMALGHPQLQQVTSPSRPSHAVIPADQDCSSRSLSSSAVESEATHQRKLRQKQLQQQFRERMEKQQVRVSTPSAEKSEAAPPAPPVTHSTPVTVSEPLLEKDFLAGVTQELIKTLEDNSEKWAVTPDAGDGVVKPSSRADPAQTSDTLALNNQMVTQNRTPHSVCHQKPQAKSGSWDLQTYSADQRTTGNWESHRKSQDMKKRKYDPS
# esBAF inh – inhibitors of esBAF chromatin remodeling in mouse ES cells; Bmi1-luciferase knock-in reporter, 24 h; 100% = twice the neutral-well signal; reporter increase, % at 12.5 µM; 350,000 tested, 2% active; in the data active = activation above about 40%;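 also: 0% = median of the plate's neutral control wells and 100% = double that signal; a rise in the Bmi1 reporter signal indicates esBAF inhibition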
# EWS-Fli inh – inhibitors of EWS/Fli oncoprotein transcriptional activity; A673 NR0B1-luciferase reporter, viability-normalised; inhibition, % at 12.6 µM; 350,000 tested, 0.67% active; AID 651661;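 active = mean inhibition of at least 50% after viability correction, with every replicate also passing that limit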;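 also: firefly luciferase signal divided by Alamar Blue viability fluorescence both relative to DMSO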
# Xi reactivation – activators of X-chromosome reactivation in mouse fibroblasts. XiGFP mouse fibroblasts, % GFP-positive cells imaging, 3 d; cells co-treated with 5-aza-dC sensitizer; scaled so ellipticine positive control = 100%. activation, % at 7.58 µM. 360,000 tested, 0.055% active;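 active = mean normalized replicate activation at least 10% and every replicate at or above 10%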;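 also: 0% = median of on-plate neutral control wells and 100% = ellipticine 6 µM median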
#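 assay system = SV40-immortalized XiGFP fibroblast cells, line 68-5-11 | buffer or medium = DMEM plus 5-aza-dC sensitizer | doses = single-point pinned compound dosing | times = 3-day compound exposure, then 15 min fixation at room temperature | benchmarks = positive control ellipticine, 6 µM final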
# RAD54 inh – RAD54 (human) branch migration inhibition | Q92698 | inhibition, % at 10.4 µM | 360,000 tested, 0.14% active | RAD54 Holliday junction branch migration, FAM/BHQ fluorescence;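 active = mean normalized replicate activity at least 40 and at least half of replicates scoring 40 or more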;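 also: 0% = median of neutral control wells and 100% = median of positive control wells; inhibitors cause a drop in the FAM fluorescence signal; in these data hits start at about 50%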
# S100A4 MyoIIA – blocks human S100A4 binding to myosin IIA peptide | inhibition, % at 10.7 µM | S100A4/TAMRA-MyoIIA peptide fluorescence polarization | AID 652163 | 360,000 tested, 0.14% active;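 active = mean inhibition of at least 70% across replicates, with every replicate also reaching that level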
# Target sequence (P26447 whole entry, looked up): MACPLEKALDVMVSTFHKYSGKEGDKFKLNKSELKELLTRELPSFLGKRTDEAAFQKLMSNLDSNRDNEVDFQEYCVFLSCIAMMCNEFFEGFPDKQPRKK
#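 assay system = human S100A4 monomer with TAMRA-labelled myosin IIA peptide | also added = labelled myosin peptide probe, 5 nM | incubation = 5 min between mix addition and reading | control set = DMSO and TFP controls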
# The depositor's hits bear a star; / = no result given; & = joins results of further samples.
SMILES,FN deposit inh,E-selectin induc,RAD52 anneal inh,esBAF inh,EWS-Fli inh,Xi reactivation,RAD54 inh,S100A4 MyoIIA
COCCn1c(SCc2cccnc2)nnc1-c1c[nH]c2ccccc12,-8,0.0,-1,-5,1,1.1,-7,-1
COc1ccc(CN(C)C(=O)c2ccc(NS(=O)(=O)c3ccc(C)c([N+](=O)[O-])c3)cc2)c(OC)c1OC,-4,/,-12,-3,10,0.1,-2,6
CO[C@@H]1CN(C)C(=O)c2ccc(NC(=O)C3CC3)cc2OC[C@H](C)N(CCC(F)(F)F)C[C@H]1C,12,-0.3,12,1,10,-0.1,0,8
O=C(N/N=C/c1ccc([N+](=O)[O-])cc1)c1cccc(N2CCCC2=O)c1,5,0.8,-8,3,-7,0.3,-4,9
COc1cc(C)c(NC(=O)c2cccc(S(=O)(=O)N3CCCC3)c2)cc1OC,5,/,0,-8,-7,0.0,/,1
CS(=O)(=O)c1ccc(Cl)c(NC(=O)c2cc(S(=O)(=O)N3CCOCC3)ccc2N2CCCC2)c1,8,/,1,1,-3,-0.3,2,-5
O=C(Nc1ccn(CCCNCc2cccc3ccccc23)c(=O)n1)OCc1ccccc1,/,0.5,-18,-5,-3,0.0,-10,-9
CCC1(c2ccc(C)cc2)NC(=O)N(C(C)C(=O)Nc2ccc(N3CCOCC3)cc2)C1=O (stereo unspecified),4,/,-8,6,-3,0.1,-13,1
Cn1nc(C(=O)NCCc2ccc(S(N)(=O)=O)cc2)c2c1-c1ccccc1S(=O)(=O)C2,-2,/,0,1,/,0.0,-1,5
Cc1cc(NC(=S)N(CCCN2CCOCC2)Cc2ccco2)ccc1Cl,2,-1.4,/,/,/,0.1,-1,/
Cc1cc(C)c(NC(=O)COC(=O)C2=COCCO2)c(Cl)c1,-2,0.0,-5,-1,-1,-0.1,-3,-6
CCCCCN(C(=O)CSc1n[nH]c(-c2ccc(C)cc2)n1)c1c(N)n(CCCC)c(=O)[nH]c1=O,-7,-1.3,-38,10,-16,0.0,0,-2
COCCNc1nc(Oc2cccc(NC(C)=O)c2)c2sccc2n1,4,-0.1,5,-10,-5,-0.1,-1,3
CCOP(=O)(OCC)C(NC(=O)c1cccs1)c1ccccc1 (stereo unspecified),-3,0.0,-8,-3,-7,0.3,-4,1
Cc1ccc(N(CC(=O)NCC2CCCO2)S(=O)(=O)c2ccc(Cl)cc2)cc1C (stereo unspecified),7,-0.2,-14,-3,-3,0.1,-2,-1
O=C1CSc2ccc(S(=O)(=O)NCc3ccccc3)cc2N1,1,/,-8,2,/,0.0,2,3
CO[C@H]1CN(C)C(=O)c2cc(NS(C)(=O)=O)ccc2OC[C@@H](C)N(C(=O)c2ccc3c(c2)OCO3)C[C@@H]1C,-1,-0.1,-7,-1,3,0.4,10,-6
COc1ccc2c3c(n(C)c2c1)[C@@H](CO)N(C(=O)Cc1ccccn1)CC31CCN(CC2CCCC2)CC1,6,0.1,4,/,-1,0.0,/,-2
COc1cccc(C2Nc3ccccc3NC3=C2C(=O)CC(C)(C)C3)c1OC (stereo unspecified),0,0.8,-11,2,9,0.0,3,1
C[C@@H]1CN([C@@H](C)CO)C(=O)c2cc(NS(C)(=O)=O)ccc2O[C@@H](C)CCCCO[C@H]1CN(C)Cc1ccc(C(F)(F)F)cc1,/,0.3,-3,/,6,0.0,/,-5
Nc1c(C(=O)c2ccccc2)sc2nsc(SCCN3CCOCC3)c12,-2,-1.2,-297,/,-56,0.2,-72,-6
CC1Cc2ccccc2N1C(=S)Nc1cccc(S(=O)(=O)N(C)C)c1 (stereo unspecified),13,6.0,-16,12,8,0.0,-20,-5
CCn1cc(C(=O)Nc2ccc3c(c2)OCCO3)c2cc(OC)c(OC)cc2c1=O,-5,0.0,-18,-11,3,-0.1,2,7
CC1=NN(c2cc(Cl)c(S(=O)(=O)O)cc2Cl)C(=O)C1,1,0.0,-18,1,3,0.3,3,-9

# Four records picked at random from the list so far:
SMILES,FN deposit inh,E-selectin induc,RAD52 anneal inh,esBAF inh,EWS-Fli inh,Xi reactivation,RAD54 inh,S100A4 MyoIIA
CCOP(=O)(OCC)C(NC(=O)c1cccs1)c1ccccc1 (stereo unspecified),-3,0.0,-8,-3,-7,0.3,-4,1
C[C@@H]1CN([C@@H](C)CO)C(=O)c2cc(NS(C)(=O)=O)ccc2O[C@@H](C)CCCCO[C@H]1CN(C)Cc1ccc(C(F)(F)F)cc1,/,0.3,-3,/,6,0.0,/,-5
COc1cccc(C2Nc3ccccc3NC3=C2C(=O)CC(C)(C)C3)c1OC (stereo unspecified),0,0.8,-11,2,9,0.0,3,1
COc1ccc2c3c(n(C)c2c1)[C@@H](CO)N(C(=O)Cc1ccccn1)CC31CCN(CC2CCCC2)CC1,6,0.1,4,/,-1,0.0,/,-2

# Further compounds follow.
SMILES,FN deposit inh,E-selectin induc,RAD52 anneal inh,esBAF inh,EWS-Fli inh,Xi reactivation,RAD54 inh,S100A4 MyoIIA
CCOC(=O)N1CCN(S(=O)(=O)CCNC(=O)c2ccc(F)cc2)CC1,0,/,-6,5,5,0.0,4,9
O=C(C1=C[C@@H](C2CCCCC2)C[C@@H](OCc2ccc(CO)cc2)O1)N1CCOCC1,5,0.7,4&-6,10,-1&21,0.0,-2&-11,7&-10
CC1=CC2C(C(O)CC3(C)C2CC(C)C32OCOC23COCO3)C2(C)C/C(=C\O)C(=O)C=C12 (stereo unspecified),-8,0.0,-37,/,40,0.5,/,6
CN(Cc1ccccc1)C(=O)c1ccc(NC(=O)C2=CSCCO2)cc1,-43,/,-16,32,/,0.0,-1,-6
O=C(CSc1ccc(Cl)cc1)NC1CC1,-10,-0.1,-17,4,-6,0.3,-3,-7
CCCC(=O)Nc1ccc(NC(=O)c2cc3ccccc3o2)c(OC)c1,0,/,-10,53*,-88,0.0,5,-2
CCOC(=O)c1c(C)[nH]c(N=Nc2ccccc2Cl)c1C,-1,2.5,-8,64*,-56,-0.1,/,-4
CCCOC(=O)c1[nH]c2c(c1C)C(=O)CC(c1cc(OC)c(OC)c(OC)c1)C2 (stereo unspecified),-1,1.1,5,-26,16,0.3,9,-1
Cc1c(NC(=O)C(C)OC(=O)CCc2c[nH]c3ccccc23)c(=O)n(-c2ccccc2)n1C (stereo unspecified),-7,0.1,-6,6,-2,0.1,-7,-2
O=C(NCCCn1ccnc1)C(=O)NCC1OCCN1S(=O)(=O)c1ccccc1 (stereo unspecified),-7,/,-9,/,-21,0.1,/,-5
C=CCNC(=O)c1onc(CSc2ccc(F)c(F)c2)c1C(=O)NCC=C,-1,-0.1,/,-6,1,0.0,1,/
FC(F)(F)c1cc(-c2ccco2)nc2ncnn12,14,-1.4,-14,/,-5,0.1,0,-1
CCC1(c2ccccc2)NC(=O)N(CC(=O)NC2CCCCCC2)C1=O (stereo unspecified),1,0.5,-9,4,-7,0.0,10,-3
COc1cccc(-c2ccc3c(c2)[C@@H]2[C@@H](CCN2S(=O)(=O)c2ccccc2OC)[C@H](CO)N3C)c1,16,-0.4,-3,-4,0,0.3,6,7
COc1ccc(-c2cc(-c3n[nH]c(=S)n3-c3cc(OC)ccc3OC)[nH]n2)cc1,-3,/,-12,/,17,0.0,/,21
Cc1ccn2c(Nc3ccccc3)c(-c3ccccn3)nc2c1,10,/,0,-28,52*,1.0,-6,-4
Cc1nn(-c2ccccc2)c(C)c1NC(=O)COC(=O)CCOc1ccccc1,-3,1.2,11,-4,-8,0.1,-5,-4
C[C@H](CO)N1C[C@H](C)[C@@H](CN(C)Cc2ccc(Oc3ccccc3)cc2)Oc2c(NS(=O)(=O)c3cn(C)cn3)cccc2C1=O,-2&-2,-0.1&-0.1,7&1,-1,-10&-7,-0.1&0.0,-8,1&-9
O=S(=O)(c1cccc2cccnc12)N1CCCc2ccccc21,1,-0.1,-17,/,-9,0.0,2,-2
Cc1ccc(NC(=O)CCc2c(C)nn(-c3ccc(N4CCCCC4)nn3)c2C)cc1C,1,/,-9,1,-56,0.1,2,-1
C[C@@H](NC(=O)C[C@@H]1CC[C@@H](NC(=O)Nc2ccc3c(c2)OCO3)[C@@H](CO)O1)c1ccccc1,-15,-0.6,-1,-1,-7,0.0,6,7
Cc1ccc(S(=O)(=O)N(C)C[C@@H]2Oc3c(NC(=O)C4CC4)cccc3C(=O)N([C@H](C)CO)C[C@H]2C)cc1,-8,23,13,-3,-10,-1.2,4,-14
COc1ccccc1-c1cnc2c(c1)C(=O)N([C@H](C)CO)C[C@@H](C)[C@H](CN(C)Cc1ccc(F)cc1)O2,17,0.2,4,0,-4,-1.1,-6,-18
COc1cccc(C(=O)C2CCCN(C(=O)c3cccc(C#CC(C)(C)O)c3)C2)c1 (stereo unspecified),3,/,-18,20,2,0.3,-1,10
O=C(NCc1ccccc1Cl)[C@H]1CCCN1C(=O)[C@H]1CCCN1C(=O)c1cccs1,/,/,-16,/,-9,-0.1,/,-4
C/C=C/c1cnc2c(c1)C(=O)N([C@@H](C)CO)C[C@@H](C)[C@@H](CN(C)C(=O)Nc1cccc(OC)c1)O2,3,0.0,7,-2,11,0.1,2,7
CCCN(C)C[C@@H]1OCCCC[C@@H](C)Oc2ccc(NC(=O)Cc3ccccc3)cc2C(=O)N([C@H](C)CO)C[C@@H]1C,/,-0.1,1,-3,-2,-0.1,6,5
COCCNC(=O)COC(=O)c1ccc(S(=O)(=O)N2CCOCC2)cc1,0,-1.4,-12,/,-5,0.0,5,-7
O=C(OCc1cn([C@H]2CN(Cc3cccs3)[C@@H](c3ccccc3)C[C@@H]2O)nn1)c1ccccc1,0,0.1,-19,2,-9,0.2,4,-2
COc1ccc(N=C2C(=Nc3ccc(OC)cc3)N(c3ccc(OC)cc3)C(=S)N2c2ccccc2)cc1,/,/,-2,36,-21,/,-12,0
CC(=O)c1cccc(N(C(=O)c2ccco2)C(C(=O)NC2CCCCC2)c2ccc(C)o2)c1 (stereo unspecified),4,-0.2,-7,-6,0,0.0,-3,-2
C[C@H]1CN([C@@H](C)CO)C(=O)Cc2cc(NC(=O)CCCN(C)C)ccc2O[C@H]1CN(C)CC1CCCCC1,/,-3.6,13,0,-6,-0.1,2,0
Cc1ccc2oc(-c3cc(NC(=O)c4ncn[nH]4)ccc3O)nc2c1,6,8.1,-17,3,-16,0.0,7,4
CCc1ccc(C(=O)COC(=O)c2cnc(C)cn2)cc1,-2,5.9,-4,-3,5,-0.1,0,-4
Cc1cc(C)nc(-n2ncc3c2CC(c2ccc(F)cc2)CC3=O)n1 (stereo unspecified),/,/,-9,-10,4,0.2,1,16
Cc1ccccc1OCCC(=O)Nc1ccccc1C(=O)NC1CC1,1,-0.3,-6,/,1,0.3,/,-3
C[C@@H]1CCCCO[C@@H](CN(C)C)[C@@H](C)CN([C@H](C)CO)C(=O)c2cc(NC(=O)Nc3ccccc3)ccc2O1,/,0.1,-7,-4,-2,0.6,-1,-6
Cc1ccc(C(=O)NC2=NCCS2)cc1,0,-0.2,-11,/,-105,0.1,/,1
CC1(C)CC(=O)C(C=NCCN2CCN(CCc3ccccc3)CC2)=C(O)C1,/,/,-5,-8,-5,/,/,-2
CSc1ncccc1C(=O)Nc1ccc(OC(F)(F)F)cc1,/,/,-18,17,-17,0.0,-2,-2
